Bioassay records from PubChem BioAssay.
HUVEC prolif 384: human endothelial cell proliferation inhibition | AID 648 | viability, % at 10 µM (by protocol) | HUVEC proliferation, CellTiter-Glo luminescence, 72 h; stronger effect = lower value | hit rate 1.1% among 86,000;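 active means viability at or below 30%; inactive means viability above 30%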;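 further: 100% = median luminescence of DMSO-only cell control wells on each plate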
H69AR growth 86K: blocks growth of human H69AR lung tumor cells | hit rate 6% among 85,000 | viability, % at 10 µM | H69AR lung tumor viability, ATP luminescence, 72 h; stronger effect = lower value;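 active means viability at or below 40%; inactive means viability above 40%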;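 further: multidrug resistant small cell line overexpressing MRP-1 efflux transporter; 100% = mean luminescence of untreated control wells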
sEH act: activators of human soluble epoxide hydrolase; purified human sEH enzymatic activity, activator screen; activation, % at 2 µM; hit rate 0.04% among 91,000; in the data active means activation above about 37%; further: values of inactives mirror those of a sister screen read the other way
ERb coact inh: blocks coactivator binding to human estrogen receptor beta. Q92731. TR-FRET ER-beta LBD / SRC1-Cy5 peptide binding; receptor agonist-loaded with 1 µM estradiol. inhibition, % at 25.6 µM. hit rate 1.3% among 86,000. AID 633;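 active means compounds whose percent inhibition of the receptor-coactivator binding signal exceeds about 50% in the single-dose screen, limit read from the data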;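 further: 0% = receptor plus peptide wells without compound and 100% = peptide-only wells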
Target sequence (Q92731 whole entry, looked up, the tested form may be a part): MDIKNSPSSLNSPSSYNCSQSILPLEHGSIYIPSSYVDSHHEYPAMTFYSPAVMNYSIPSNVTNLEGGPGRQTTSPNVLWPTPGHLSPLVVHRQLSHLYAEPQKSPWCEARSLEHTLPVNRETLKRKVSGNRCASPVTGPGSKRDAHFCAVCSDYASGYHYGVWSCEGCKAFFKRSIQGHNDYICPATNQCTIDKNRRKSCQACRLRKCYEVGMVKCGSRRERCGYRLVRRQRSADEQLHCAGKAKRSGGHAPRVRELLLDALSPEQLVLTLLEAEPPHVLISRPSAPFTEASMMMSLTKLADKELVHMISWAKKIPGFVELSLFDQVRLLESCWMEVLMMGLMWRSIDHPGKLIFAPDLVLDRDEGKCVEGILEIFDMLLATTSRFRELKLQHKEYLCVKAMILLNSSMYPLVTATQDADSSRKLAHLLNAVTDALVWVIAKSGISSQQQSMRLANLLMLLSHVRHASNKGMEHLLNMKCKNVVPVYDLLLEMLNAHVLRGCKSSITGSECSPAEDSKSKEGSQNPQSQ
Candida biofilm: kills Candida albicans biofilms. C. albicans biofilm + clotrimazole, Alamar Blue. inhibition, % at 6 µM. hit rate 0.14% among 85,000. AID 834;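 active means inhibition above 20%; inactive means inhibition below 20%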;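 further: preformed 24 hr biofilms exposed to compound for 48 hr; 0% = biofilm without compound and 100% = blank killed by clotrimazole plus chlorhexidine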
ERa SRC1 pot: enhances coactivator binding to human estrogen receptor alpha; P03372; TR-FRET ERalpha-LBD/SRC-Cy5 coactivator binding, 2 h; 100 = basal binding, no effect; coactivator binding (% of control), % at 25.6 µM; hit rate 1.3% among 86,000; AID 639; in the data active means activity above about 200%;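 further: binding measured in presence of low estradiol as agonist stimulus; 0% = peptide alone without receptor and 100% = receptor with peptide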
Fibroblast inh: blocks proliferation of human lung fibroblasts; LL 47 human lung fibroblast viability, ATP luminescence; stronger effect = lower value; viability, % at 10 µM; hit rate 1.1% among 85,000; AID 719;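 active means viability at or below 50% in the single dose screen; inactive means viability above 50%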;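 further: compound exposure lasted 72 h before the ATP readout; 100% = median luminescence of untreated cell-only wells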
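material = human LL 47 lung fibroblast cells | dosing = compounds added from tenfold dosing solution, 0.1% DMSO final | timing = overnight cell rest, 72 h compound treatment at 37 °C | measured by = CellTiter-Glo luminescence measuring cellular ATP | evaluation = % viability versus median cells-only luminescence | control set = cell-only wells, no compound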
ERa SRC1 inh: ER-alpha (human) coactivator binding inhibition; hit rate 1.7% among 86,000; TR-FRET ER-alpha LBD / SRC-1 peptide, estradiol-bound; inhibition, % at 25.6 µM; P03372; in the data active means inhibition above about 50%;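 further: 0% = receptor plus peptide control and 100% = peptide only without receptor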
Smad3 FoxH1 inh: blocks human Smad3 binding to FoxH1 peptide | P84022 | TR-FRET Smad3/Dy647-FoxH1 peptide binding, europium anti-His | inhibition, % at 25 µM | hit rate 0.29% among 88,000 | AID 630;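 active means compounds that reduce the energy-transfer binding signal between the protein and its labelled peptide by more than half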;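 further: 0% = Smad3 plus labelled peptide maximal FRET and 100% = peptide-only background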
Target sequence (P84022 whole entry, looked up): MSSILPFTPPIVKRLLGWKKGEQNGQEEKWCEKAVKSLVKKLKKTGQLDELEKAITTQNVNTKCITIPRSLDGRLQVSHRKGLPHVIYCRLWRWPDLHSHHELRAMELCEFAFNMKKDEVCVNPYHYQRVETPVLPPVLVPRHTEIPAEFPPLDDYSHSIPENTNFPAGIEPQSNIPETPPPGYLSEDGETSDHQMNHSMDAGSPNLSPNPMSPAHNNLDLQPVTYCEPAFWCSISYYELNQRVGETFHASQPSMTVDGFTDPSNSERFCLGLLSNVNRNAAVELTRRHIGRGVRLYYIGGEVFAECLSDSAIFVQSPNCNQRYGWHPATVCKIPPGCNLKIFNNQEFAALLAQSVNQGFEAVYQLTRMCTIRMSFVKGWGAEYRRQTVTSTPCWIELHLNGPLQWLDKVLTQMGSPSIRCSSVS
Active calls of the source: *; . = not tested or not shown; [ ] = another dose, or the depositor's remark. A portion of the library; rates above refer to the full screens.

SMILES	HUVEC prolif 384	H69AR growth 86K	sEH act	ERb coact inh	Candida biofilm	ERa SRC1 pot	Fibroblast inh	ERa SRC1 inh	Smad3 FoxH1 inh
COC(=O)c1c(NC(=O)c2cccs2)sc2c1CCC(C)C2 (stereo not drawn)	94	70	.	2[fluorescence artefact?]	3	153	92	-7	-9
O=C(CS(=O)(=O)c1ccccc1)Nc1nc(-c2ccccc2)cs1	89	72	1	-4	-3	106[fluorescence artefact?]	98	-6[fluorescence artefact?]	2
CCOc1ccccc1OCCCCCc1c(C)n[nH]c1C	102	84	.	4[fluorescence artefact?]	-5	103[fluorescence artefact?]	82	1	5
COc1ccc(Cl)cc1NC(=O)C(C)Sc1n[nH]c(N)n1 (stereo not drawn)	99	89	11	0	-4	108	92	-4	-16
CCOC(=O)N1CCC(NC(=O)c2ccc(NC(=O)C3CCCO3)cc2)CC1 (stereo not drawn)	99	93	.	2	-4	103	104	-9	13[fluorescence artefact?]
CCc1c(C(=O)Nc2ccncc2)csc1C	107	86	-6	-7	3	93	96	-5	1[fluorescence artefact?]
O=C(NCc1ccccc1)C1C2C=CC3(CN(Cc4cccnc4)C(=O)C13)O2 (stereo not drawn)	97	92	-10	0	6	121	104	-13	1
COc1ccc(S(=O)(=O)Nc2nncs2)cc1	85	86	-4	-14[fluorescence artefact?]	6	114	96	-18	10
CCOC(=O)CSc1nnc(CNC(=O)c2cccs2)n1-c1cc(C)ccc1C	95	81	-12	3	1	101	109	-6	-3
COc1ccccc1N1C(=O)CCC1(C#N)c1ccc(Br)cc1 (stereo not drawn)	103	91	-9	2	5	97	99	-9	0
CCCC(=O)c1cc2c(cc1NC(=O)c1cccs1)OCCO2	94	74	-4	-3	-2	119	89	-1	1
Nc1nonc1-c1noc(CCCCCN2C(=O)c3ccccc3C2=O)n1	115	98	-6	25	8	95	106	9	1
Cc1ccnc(NC(=O)CN(C)S(=O)(=O)c2cccc3nsnc23)c1	94	75	16	7[fluorescence artefact?]	2	114[fluorescence artefact?]	98	7[fluorescence artefact?]	6
COc1cccc(C(c2nnnn2Cc2ccccc2)N2CCN(C(=O)c3ccco3)CC2)c1OC (stereo not drawn)	88	100	3	-7	7	110	78	-6	33
COc1ccc(C(C)=O)c(OC(=O)c2ccco2)c1	103	100	8	-5	8	114	97	-4	-1
O=C(NCCC(=O)N1CCNC1=O)OCc1ccccc1	91	105	.	2	6	105	101	-6	8
COc1ccc(-c2cnn(-c3ccccc3)c2N)cc1OC	118	88	.	-7	6	117	109	-8	6
COc1cccc(OCc2nc3ccccc3c(=O)n2N)c1	100	71	-2	1	9	133	97	-2	-7
Cc1ccccc1C(=O)c1ccc2c(c1)n(C)c(=O)n2C	88	80	.	-11	-2	107	89	3	-7
O=C(CCN1C(=O)COc2ccccc21)NCCN1CCc2ccccc2C1	87	80	8	24	6	113	95	-8[fluorescence artefact?]	2
NC(=O)c1cc(Cc2ccccc2)sc1NC(=O)c1ccco1	84	80	.	1	1	75	96	16	1
Cc1ccc(-c2nnc(SCC#CCOC(=O)c3cccs3)o2)cc1	88	99	-5	-16	-3	94	99	-15	-2
Cc1ccccc1NC(=O)COC(=O)CN1C(=O)NC(C)(C)C1=O	88	105	6	1	4	111	97	9	3
CCCNC(=O)C1CCN(c2nc(C)cc(C)n2)CC1	92	101	-10	0[fluorescence artefact?]	6	111	97	3[fluorescence artefact?]	-1
O=C(c1ccccc1NS(=O)(=O)c1cccs1)N1CCCC1	94	92	19	-21[fluorescence artefact?]	6	110	97	-19	10
CCOC(=O)N1CCC2(CC1)C(C#N)=C(N)Oc1n[nH]c(CSc3ccc(C)cc3)c12	85	103	-13	-5[fluorescence artefact?]	0	52[fluorescence artefact?]	104	8	-5[fluorescence artefact?]
COc1ccccc1C(=O)NCCCN1CCCC1=O	85	.	15	3	3	128	95	2	-5
COc1cc(NC(=O)c2ccco2)ccc1NC(=O)C(C)C	104	101	-6	-15	10	94	112	-8	9
C=CCn1cnc2c(c1=O)c1nc3ccccc3nc1n2/N=C/c1cccc(OC)c1OC	60	101	.	-1[fluorescence artefact?]	6	66[fluorescence artefact?]	86	85*[fluorescence artefact?]	5
O=C(c1oc(=O)c2ccccc2c1-c1ccccc1)N1CCN(C2CCCCC2)CC1	104	107	-14	0	12	84	98	-3	3
S=C1NC(c2ccccc2)=NCN1c1ccc(Br)cc1	89	89	12	-4	6	92	88	-5	18
CC(=O)C1=C(C)Nc2ncnn2C1c1ccc(Cl)cc1Cl (stereo not drawn)	99	94	6	-13	6	118[fluorescence artefact?]	98	-2	15
COC(=O)c1ccccc1NC(=O)CSc1nnc(-c2ccoc2C)n1C	97	93	1	1[fluorescence artefact?]	1	82	106	1[fluorescence artefact?]	-19
Cc1nnc(SC(C)C(=O)Nc2ccc(S(=O)(=O)N3CCCCC3)cc2)s1 (stereo not drawn)	104	83	-19	-6	7	106	102	-3	1
Cc1cc(NC(=O)CN2CCCC2c2nc3ccccc3s2)no1 (stereo not drawn)	93	101	.	-8	4	85	90	-6	8
COC(=O)/C(=C\Nc1ccc(OC)cc1)NC(=O)c1ccc(Cl)cc1Cl	75	36*	0	1	0	109	88	-3	-6
Cn1cccc1C(=O)Nc1nc(-c2ccccn2)cs1	57	35*	9	17	8	45[fluorescence artefact?]	60	17	-1
CCN(CC)C(=O)c1cn(C)c(=O)c2cc(OC)c(OC)cc12	101	91	.	-12	2	118	96	5	7
Cc1ccccc1Cn1cc(NC(=O)c2nc3ncccn3n2)cn1	77	93	-11	1	4	114	96	3	7
O=S(=O)(c1ccc(F)c(F)c1)N1CCN(Cc2ccc3c(c2)OCO3)CC1	112	95	-21	2	9	97	99	5	0

Results in sEH act and ERa SRC1 pot (two entries from above):
Molecule	sEH act	ERa SRC1 pot
CCN(CC)C(=O)c1cn(C)c(=O)c2cc(OC)c(OC)cc12	.	118
O=C(NCc1ccccc1)C1C2C=CC3(CN(Cc4cccnc4)C(=O)C13)O2 (stereo not drawn)	-10	121

(further entries)
SMILES	HUVEC prolif 384	H69AR growth 86K	sEH act	ERb coact inh	Candida biofilm	ERa SRC1 pot	Fibroblast inh	ERa SRC1 inh	Smad3 FoxH1 inh
CC1(C)NC(=O)N(CC(O)CN(Cc2ccccc2)Cc2ccccc2)C1=O (stereo not drawn)	87	100	-18	-14	10	117	97	-2	4
O=S(=O)(c1ccc(-c2csc(-c3cccnc3)n2)cc1)N1CCCC1	83	73	7	-9	2	114	102	-3	4
COc1ccc(Cn2c(=O)[nH]c3cc(C(=O)NCc4ccc5c(c4)OCO5)ccc3c2=O)cc1	83	59	-72	23[fluorescence artefact?]	9	131	76	51*	-8
O=C(NCC1CCCO1)c1cnn2c1NC(c1ccccc1)CC2C(F)(F)F (stereo not drawn)	103	95	16	-2	-2	86	101	8	0
Cc1ccsc1/C=C1\CCc2ccccc2C1=O	.	.	2	-10	.	119	.	-2	7
c1ccc(-n2cccc2CNC2CCCCC2)cc1	98	103	-1	-8	3	120	102	-11	-7
CN(Cc1ccccc1)C(=O)Cn1c(=O)oc2cc(S(=O)(=O)NCc3ccccc3)ccc21	100	82	21	-6	9	116	88	-6	-12
CCOC(=O)c1c(C)oc2c1c(C(c1cccnc1)N1CCCCC1)c(O)c1ccccc12 (stereo not drawn)	48	7.3*	2	67*	-1	45	54	68*	74*
CN(C(=O)c1ccccn1)c1nnc(-c2ccccn2)s1	91	74	-9	18	2	118	96	4	5
CCCCCCCCN1C(=O)N(C)C(N(O)C(=O)NC)C1(C)C (stereo not drawn)	100	105	15	-6	0	117	102	-3	-16

Shown with values under each structure: entries from further up
Each structure is followed by: HUVEC prolif 384	H69AR growth 86K	sEH act	ERb coact inh	Candida biofilm	ERa SRC1 pot	Fibroblast inh	ERa SRC1 inh	Smad3 FoxH1 inh
COC(=O)c1ccccc1NC(=O)CSc1nnc(-c2ccoc2C)n1C
  97	93	1	1[fluorescence artefact?]	1	82	106	1[fluorescence artefact?]	-19
Cc1nnc(SC(C)C(=O)Nc2ccc(S(=O)(=O)N3CCCCC3)cc2)s1 (stereo not drawn)
  104	83	-19	-6	7	106	102	-3	1
Cc1cc(NC(=O)CN2CCCC2c2nc3ccccc3s2)no1 (stereo not drawn)
  93	101	.	-8	4	85	90	-6	8
COC(=O)/C(=C\Nc1ccc(OC)cc1)NC(=O)c1ccc(Cl)cc1Cl
  75	36*	0	1	0	109	88	-3	-6
Cn1cccc1C(=O)Nc1nc(-c2ccccn2)cs1
  57	35*	9	17	8	45[fluorescence artefact?]	60	17	-1
CCN(CC)C(=O)c1cn(C)c(=O)c2cc(OC)c(OC)cc12
  101	91	.	-12	2	118	96	5	7
Cc1ccccc1Cn1cc(NC(=O)c2nc3ncccn3n2)cn1
  77	93	-11	1	4	114	96	3	7
O=S(=O)(c1ccc(F)c(F)c1)N1CCN(Cc2ccc3c(c2)OCO3)CC1
  112	95	-21	2	9	97	99	5	0
CC1(C)NC(=O)N(CC(O)CN(Cc2ccccc2)Cc2ccccc2)C1=O (stereo not drawn)
  87	100	-18	-14	10	117	97	-2	4
O=S(=O)(c1ccc(-c2csc(-c3cccnc3)n2)cc1)N1CCCC1
  83	73	7	-9	2	114	102	-3	4
COc1ccc(Cn2c(=O)[nH]c3cc(C(=O)NCc4ccc5c(c4)OCO5)ccc3c2=O)cc1
  83	59	-72	23[fluorescence artefact?]	9	131	76	51*	-8
O=C(NCC1CCCO1)c1cnn2c1NC(c1ccccc1)CC2C(F)(F)F (stereo not drawn)
  103	95	16	-2	-2	86	101	8	0
Cc1ccsc1/C=C1\CCc2ccccc2C1=O
  .	.	2	-10	.	119	.	-2	7
c1ccc(-n2cccc2CNC2CCCCC2)cc1
  98	103	-1	-8	3	120	102	-11	-7
CN(Cc1ccccc1)C(=O)Cn1c(=O)oc2cc(S(=O)(=O)NCc3ccccc3)ccc21
  100	82	21	-6	9	116	88	-6	-12
CCOC(=O)c1c(C)oc2c1c(C(c1cccnc1)N1CCCCC1)c(O)c1ccccc12 (stereo not drawn)
  48	7.3*	2	67*	-1	45	54	68*	74*
CN(C(=O)c1ccccn1)c1nnc(-c2ccccn2)s1
  91	74	-9	18	2	118	96	4	5
CCCCCCCCN1C(=O)N(C)C(N(O)C(=O)NC)C1(C)C (stereo not drawn)
  100	105	15	-6	0	117	102	-3	-16

Remaining list, next part
SMILES	HUVEC prolif 384	H69AR growth 86K	sEH act	ERb coact inh	Candida biofilm	ERa SRC1 pot	Fibroblast inh	ERa SRC1 inh	Smad3 FoxH1 inh
COC(=O)Cn1c2ccc(C)cc2c2nc(C)sc21	94	99	4	-4	0	108	98	-7	7
CSc1nc(-c2ccccc2)nc(N2CCN(C)CC2)c1C(C)=O	73	83	7	-5	7	94	93	-1	4
COc1cc(=O)n2c(n1)SCCC2	96	75	-10	-11	2	101	112	4	-14
CCOc1ccc(NS(=O)(=O)c2ccc(NS(C)(=O)=O)cc2)cc1	94	97	.	-8	4	133	.	-6	2
C=CCNC(=S)NNC(=O)c1ccc(OC(C)C)cc1	94	85	2	-5	-1	83	96	-10	-13
C=CCc1c(C)nc(C)nc1N/N=C/c1ccccc1O	91	46	6	-9	10	109	83	2	-4
Cc1cccc(-c2nnc(SCC#N)n2-c2ccccc2)c1	108	90	10	-2	9	117	98	-5	10
CC(C)=C1SC(N2CCN(c3cccc(C(F)(F)F)c3)CC2)=NC1=O	104	74	2	-7	-3	96	98	2	12
O=C(Nc1nnc(C2CCCCC2)s1)c1cccs1	97	94	-13	-6	-1	111	102	-23	1
